# Source: PubChem BioAssay (several laboratories)
# GC-A act: GC-A (human) enzyme activation. activation, % at 10 µM. P16066. hit rate 0.14% among 370,000. HEK293 GC-A cells, cGMP TR-FRET, EC30 ANP; 0% at EC30 ANP, 100% saturating ANP. AID 1671463; in the data active = activation above about 40%
# ARFGAP1 inh: rat ARFGAP1 inhibition. hit rate 0.26% among 360,000. Arfgap1-stimulated ARF1 GTP hydrolysis, GDP FP detection. Q62848. inhibition, % at 16.5 µM;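 active = inhibition above a per-plate limit, mean inhibition of low control wells plus 3 SD, cut at about 25% in these data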;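 also: 0% = DMSO wells with enzyme and 100% = wells lacking Arfgap1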
# Target sequence (Q62848 1-136 limits assumed): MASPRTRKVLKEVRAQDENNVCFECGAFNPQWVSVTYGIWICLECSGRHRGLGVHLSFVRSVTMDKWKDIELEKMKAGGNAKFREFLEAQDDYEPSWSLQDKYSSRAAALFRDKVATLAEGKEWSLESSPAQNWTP
#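 system = rat Arfgap1 catalytic domain, aa 1-136 | technique = FP, GDP Alexa 633 tracer displaced from anti-GDP antibody, 620/688 nm | compound = one concentration, 16.5 µM, DMSO 1.26% | medium = HEPES-based buffer, pH 7.5 | timing = compound-enzyme preincubation 20 min, reaction 120 min, detection 60 min, 25 °C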
# HGIII-sPLA2 inh: Blocks human group III sPLA2 activity; AID 743126; inhibition, % at 12.2 µM; QFRET BODIPY PC-A2 liposome hydrolysis, fluorescence; hit rate 0.56% among 370,000;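 active = inhibition above mean plus 3 SD of compounds lying within the high and low control bounds, cut at about 19% in these data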;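 also: 0% = median of test compound wells and 100% = no enzyme DMSO wells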
# Tn6 DDE FP: inhibitors of Tn6 peptide binding to human fibrin DD(E); P02675; inhibition, % at 8.3 µM; Fibrin DD(E) TRITC-Tn6 fluorescence polarization displacement; hit rate 0.21% among 370,000;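 active = inhibition above a per-campaign cutoff: mean of compounds within control limits plus 3 SD, cut at about 15% in these data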;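 also: 0% = median of all compound wells on the plate and 100% = blocking peptide control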
# ADAM10 inh: inhibits human ADAM10. AID 720582. hit rate 0.62% among 370,000. O14672. inhibition, % at 7 µM. recombinant ADAM10, EDANS/DABCYL FRET peptide cleavage, 3 h;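 active = inhibition above a per-campaign cutoff equal to the mean of compounds falling between control-based bounds plus 3 SD, cut at about 20% in these data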;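 also: 0% = DMSO wells while the 100% control is not disclosed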
# Target sequence (O14672 214-748 limits assumed): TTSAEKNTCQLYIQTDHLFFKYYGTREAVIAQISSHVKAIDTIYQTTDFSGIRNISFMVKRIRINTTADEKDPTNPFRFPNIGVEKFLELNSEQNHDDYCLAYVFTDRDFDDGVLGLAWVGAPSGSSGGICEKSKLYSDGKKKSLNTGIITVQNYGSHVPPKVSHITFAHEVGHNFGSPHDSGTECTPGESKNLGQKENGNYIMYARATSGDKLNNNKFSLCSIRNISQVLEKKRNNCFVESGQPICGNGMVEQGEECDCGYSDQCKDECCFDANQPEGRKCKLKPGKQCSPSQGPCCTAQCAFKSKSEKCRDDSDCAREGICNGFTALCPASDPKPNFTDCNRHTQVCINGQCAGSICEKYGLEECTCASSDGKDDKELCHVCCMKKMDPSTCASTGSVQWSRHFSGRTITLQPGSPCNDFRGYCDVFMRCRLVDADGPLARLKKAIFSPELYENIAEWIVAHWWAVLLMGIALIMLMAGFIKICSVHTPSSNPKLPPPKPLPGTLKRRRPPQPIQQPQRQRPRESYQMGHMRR
# proKLK7 act: activates the human kallikrein-7 zymogen | P49862 | purified proKLK7, EDANS-DABCYL substrate fluorescence; 100% is mature enzyme control, 0% vehicle | activation, % at 7 µM | hit rate 0.9% among 370,000;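 active = activation above the mean of all tested compounds plus 3 SD, computed per campaign excluding outliers beyond control limits, cut at about 13% in these data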
# Target sequence (P49862 whole entry, looked up): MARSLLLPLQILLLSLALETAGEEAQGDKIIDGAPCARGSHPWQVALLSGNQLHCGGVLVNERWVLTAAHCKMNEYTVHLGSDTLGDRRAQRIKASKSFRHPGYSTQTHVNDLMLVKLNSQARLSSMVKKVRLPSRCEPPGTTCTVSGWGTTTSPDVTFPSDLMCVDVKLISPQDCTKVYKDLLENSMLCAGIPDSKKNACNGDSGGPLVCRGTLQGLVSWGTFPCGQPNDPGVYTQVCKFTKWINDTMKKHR
# FXN GAA850 act: increases GAA850 frataxin promoter reporter activity; hit rate 0.56% among 360,000; activation, % at 6 µM; AID 540364; HEK293 lucGAA850 FXN promoter luciferase reporter, 24 h; percent of 10 µM SAHA response;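 active = activation above the average of all compounds screened plus 3 SD, cutoff fixed separately per campaign, cut at about 7.5% in these data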;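 also: 0% = DMSO wells and 100% = 10 µM SAHA wells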
# ASAP1 inh: ASAP1 ArfGAP inhibition; ASAP1-stimulated ARF1 GTP hydrolysis, GDP FP detection; inhibition, % at 16.5 µM; hit rate 0.19% among 360,000; in the data active = inhibition above about 25%;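 also: 0% = vehicle with enzyme and substrate and 100% = no enzyme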
# rCAG binder: binds r(CAG) RNA repeats; r(CAG) RNA repeat, TO-PRO-1 dye displacement fluorescence; hit rate 1.3% among 370,000; inhibition, % at 3 µM; AID 651821;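 active = inhibition above the plate cutoff, the mean of all test compounds on that plate plus 3 SD, cut at about 35% in these data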;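 also: 0% = DMSO alone and 100% = 100 µM mitoxantrone as full dye displacement; higher means more dye released from RNA so lower well fluorescence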
# NPR2 activator: GC-B (human) receptor activation; P20594; HEK293-GC-B cells, CNP EC30, cGMP TR-FRET; 0% at EC30 CNP, 100% saturating CNP; hit rate 0.11% among 370,000; activation, % at 10 µM;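 active = activation at 10 µM reaching about 35% in either raw or pattern-adjusted values, limit read from the data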
# * marks the source's active call; other numbers are inactive results; x = no result given.
SMILES,GC-A act,ARFGAP1 inh,HGIII-sPLA2 inh,Tn6 DDE FP,ADAM10 inh,proKLK7 act,FXN GAA850 act,ASAP1 inh,rCAG binder,NPR2 activator
Cc1ccc(C(=O)NCC(=O)OC2CCCCC2=O)cc1C (stereo not drawn),0.2,7.4,1.4,-8.7,-11.8,0.1,1.2,-6.9,3.9,5.3
O=[N+]([O-])c1ccc(N2CCN(c3ccc([N+](=O)[O-])cc3CO)CC2)c(CO)c1,4.9,12.0,-6.9,-3.4,9.1,0.8,-3.0,6.7,4.6,2.5
CCc1cc(=O)oc2c(C)c(OCC(=O)N3CC[C@@]4(O)CCCC[C@H]4C3)ccc12,-4.8,16.8,1.3,-1.9,-297.6,0.6,-1.7,16.9,-5.2,-4.1
COc1ccc(-c2nc3ccc(Cl)cn3c2Cc2cccc(Cl)c2)cc1OC,2.6,-9.3,-10.6,9.3,-44.2,-4.8,x,-6.1,29.6,0.5
COc1ccc(C(=O)NC2CC2)cc1OC1CCN(C/C=C/c2ccccc2)CC1,-1.4,3.6,-14.8,4.4,-5.4,-0.3,-1.1,16.8,-7.9,-3.5
CCC(C)NC(=O)c1ccc(-n2c(=S)[nH]c3ccccc3c2=O)cc1 (stereo not drawn),-1.9,8.4,7.6,-8.2,-3.7,-0.7,0.0,-6.5,-2.9,2.3
COc1ccc(-c2cc(-c3ccccc3)nc(Cl)n2)cc1OC,0.3,18.9,-2.9,-0.5,-453.1,-24.8,0.9,-3.1,2.2,-5.6
COc1ccc2c(c1OC)C(=O)N1C2SC[C@H]1C(=O)NC1CCCC1 (stereo partly drawn),3.5,4.3,-1.5,-7.4,-70.1,-2.1,1.4,2.6,5.8,0.3
C=CCNC(=O)NS(=O)(=O)c1ccc(C)cc1,-0.8,-10.8,6.4,-3.5,2.1,0.1,-0.7,-0.1,1.7,5.9
O=C(COc1ccccc1)Nc1c2c(nn1-c1ccccc1)CS(=O)C2 (stereo not drawn),-2.9,-3.3,2.0,4.9,9.8,0.2,-0.2,-4.5,2.7,1.5
COC(=O)C1=C(C)NC(C)=C(C(=O)OC)C1C(=O)OCC(=O)c1ccc(Br)cc1,-6.4,9.8,-10.5,3.2,-30.3,0.8,-1.9,0.4,1.0,-1.6
OCCNCC12CC3CC(CC(C3)C1)C2,-1.8,-5.2,7.4,-6.2,-14.3,-0.5,0.1,1.9,-2.0,4.0
Cc1cc(-c2cc(C(=O)NCc3ccccc3)on2)nc(NCC2CC2)n1,-2.1,-6.8,-1.8,4.3,-9.2,1.6,0.1,-10.7,-3.6,-6.8
COc1ccc(Cl)cc1-c1nc(SCC(=O)NC(C)(C)C)n[nH]1,0.5,-1.6,-8.3,-0.1,6.9,0.4,1.0,14.0,-1.8,0.9
Cc1oc(-c2ccccc2)cc1C(=O)Nc1ccccc1,-0.2,-1.1,-17.4,0.3,-1.3,-0.6,0.2,2.5,2.0,-2.4
C[C@H](CO)N1C[C@H](C)[C@@H](CN(C)C(=O)Nc2ccc3c(c2)OCO3)Oc2c(NS(=O)(=O)c3ccccc3)cccc2C1=O,1.4,-8.9,-9.2,4.5,-1.4,-0.2,-2.6,-15.4,6.2,0.0
O=C(C(=O)N1CCC(Cc2ccccc2)CC1)c1ccccc1Br,-2.5,7.4,9.2,-11.4,3.7,-0.3,x,3.5,0.8,2.4
COc1ccc(Cl)cc1NC(=O)CN(C)C(=O)c1cc2ccccc2cc1OC,-5.7,1.4,-17.3,-0.9,-14.2,0.4,0.9,4.3,3.0,-9.3
Nc1nnc(-c2ccc(Cl)c(Cl)c2)s1,8.7,-20.4,-5.5,0.0,-39.5,0.1,1.4,1.5,5.2,-2.2
S=C(c1ccc(N2CCCC2)c(Br)c1)N1CCCCC1,0.8,-8.7,13.0,-10.4,-1.7,-0.3,3.3,-15.5,-3.6,0.1
COc1cc(C(=O)Nc2nccs2)c(Br)c(OC)c1OC,0.0,8.8,-3.7,8.6,-1.7,-0.5,-0.6,-10.0,3.4,8.8
O=C(CNc1cccc(S(=O)(=O)N2CCCC2)c1)Nc1cccc(Br)c1,0.7,-5.1,-19.0,3.8,2.4,0.9,0.5,-11.6,8.5,0.3
CSc1ncccc1C(=O)OCC(=O)c1ccc(C)s1,2.4,7.2,-2.6,7.6,-10.2,0.1,1.3,-3.9,0.0,-2.6
c1ccc(-c2csc(CN3CCCCC3)n2)cc1,8.0,3.1,-0.7,6.4,6.8,0.5,3.4,5.7,0.9,0.0
O=C(NCc1ccc(F)cc1)Nc1nnc([C@H]2C[C@H](O)[C@@H](CO)O2)s1,2.1,2.4,-4.5,13.2,-8.7,0.2,2.3,-5.3,0.9,2.7
Cc1ccn2c(=O)c(NC(=O)COc3ccccc3)c(C)nc2c1,2.6,-19.9,14.1,-2.4,-61.0,2.2,1.1,-13.8,-3.8,4.7
CCCOc1ccc(F)cc1-c1cc(C(=O)NC(C)C)[nH]n1,0.1,3.5,0.1,3.1,-4.8,-0.1,-0.8,-3.9,1.1,1.6
CCOc1ccc(N2C(=O)CC(S/C(N)=N/N=C/c3cccs3)C2=O)cc1 (stereo not drawn),-5.0,-4.3,-5.2,-7.5,7.7,-0.6,-3.2,-6.8,12.7,-3.7
CC[N+]1(CC)CC2CCC(C)(C1)C2(C)C (stereo not drawn),-3.4,3.4,7.2,2.7,6.5,-0.1,1.9,10.6,-2.2,0.5
O=C(/C=C/c1ccco1)NC1CCCC1,-1.4,-1.3,2.6,-1.9,-1.6,0.0,1.2,-14.0,5.6,-0.4
CC(=O)NC(CCCN1C(=O)c2ccccc2C1=O)c1nnn(C)n1 (stereo not drawn),0.8,-3.5,3.2,-1.1,-3.9,-0.3,1.4,-8.7,-1.8,3.6
Cc1cc(C)c2oc(=O)cc(CN3CCN(Cc4ccc5c(c4)OCO5)CC3)c2c1,-5.5,15.1,7.0,-0.6,-10.6,-0.5,0.3,-0.1,-0.6,-1.7
COc1cc2c(cc1OC)CN(C(=O)c1cc(COc3ccccc3SC)on1)CC2,7.9,-5.7,-6.8,2.0,-24.2,6.1,0.1,2.5,3.4,3.7
Cc1cccc(NCCC#N)c1,-3.1,-2.0,11.6,-3.3,-0.8,-0.1,1.0,-6.8,0.0,2.7
CCCCn1c(=O)[nH]c(=O)c2c(C(=O)OCC)cc(-c3ccc(OC(F)F)cc3)nc21,-0.5,-3.1,-2.0,-0.7,-83.4,-11.3,0.3,-4.6,3.7,-1.5
COc1ccc(NC(=O)Nc2cccc3c2O[C@H](CN(C)S(=O)(=O)c2ccc(OC)cc2)[C@@H](C)CN([C@H](C)CO)C3=O)cc1,-0.1,5.3,-11.9,-8.7,-3.3,0.4,-3.2,6.1,9.3,1.4
CCOC(=O)C1C(=O)OC2(CCCCC2)C1C(=O)OCC (stereo not drawn),-3.1,-4.7,-3.7,0.3,-2.0,0.2,-0.6,0.8,-0.6,1.2
C#CCNC(=O)C[C@@H]1C(=O)N2CCCC3=C2[C@@]1(C(=O)OC)CCCC3,5.9,x,4.0,1.9,-2.1,0.1,x,x,2.6,4.2
NC(=S)N/N=C/c1cc([N+](=O)[O-])ccc1Cl,5.4,9.8,19.6*,-12.3,-15.1,-0.4,0.8,3.6,2.7,-2.0
Cc1noc(C)c1S(=O)(=O)N(C)C[C@H]1Oc2c(NC(=O)C3CCCCC3)cccc2C(=O)N([C@H](C)CO)C[C@@H]1C,3.9,16.1,2.5,9.2,4.8,-0.1,-1.4,6.9,1.3,-3.1

# Reprinted from the part before: six compounds, followed by the next part.
SMILES,GC-A act,ARFGAP1 inh,HGIII-sPLA2 inh,Tn6 DDE FP,ADAM10 inh,proKLK7 act,FXN GAA850 act,ASAP1 inh,rCAG binder,NPR2 activator
CCCCn1c(=O)[nH]c(=O)c2c(C(=O)OCC)cc(-c3ccc(OC(F)F)cc3)nc21,-0.5,-3.1,-2.0,-0.7,-83.4,-11.3,0.3,-4.6,3.7,-1.5
COc1ccc(NC(=O)Nc2cccc3c2O[C@H](CN(C)S(=O)(=O)c2ccc(OC)cc2)[C@@H](C)CN([C@H](C)CO)C3=O)cc1,-0.1,5.3,-11.9,-8.7,-3.3,0.4,-3.2,6.1,9.3,1.4
CCOC(=O)C1C(=O)OC2(CCCCC2)C1C(=O)OCC (stereo not drawn),-3.1,-4.7,-3.7,0.3,-2.0,0.2,-0.6,0.8,-0.6,1.2
C#CCNC(=O)C[C@@H]1C(=O)N2CCCC3=C2[C@@]1(C(=O)OC)CCCC3,5.9,x,4.0,1.9,-2.1,0.1,x,x,2.6,4.2
NC(=S)N/N=C/c1cc([N+](=O)[O-])ccc1Cl,5.4,9.8,19.6*,-12.3,-15.1,-0.4,0.8,3.6,2.7,-2.0
Cc1noc(C)c1S(=O)(=O)N(C)C[C@H]1Oc2c(NC(=O)C3CCCCC3)cccc2C(=O)N([C@H](C)CO)C[C@@H]1C,3.9,16.1,2.5,9.2,4.8,-0.1,-1.4,6.9,1.3,-3.1
Cc1cccc2cc(CN(CCN(C)C)C(=S)NCc3ccco3)c(=O)[nH]c12,-1.0,7.7,6.5,-2.7,-12.3,-0.1,0.9,15.8,-1.3,-0.8
CN(C)S(=O)(=O)c1ccc(C(=O)NC(=O)CSc2nnnn2C)cc1,0.3,0.0,0.9,7.9,-1.4,-0.1,0.9,6.6,1.5,5.0
CS(=O)(=O)N(CC(=O)N1CCN(Cc2ccccc2)CC1)c1ccccc1F,-2.7,-1.5,2.1,-1.6,1.0,-0.1,-0.3,-9.3,-2.4,2.2
Cc1cccc(N(CC(=O)N2CCCC2)S(=O)(=O)c2ccccc2)c1C,-16.8,20.9,0.8,2.4,0.6,0.1,0.7,4.0,-8.5,-7.3
CCOC(=O)c1ccc(NC(=O)COc2cc3oc(=O)c(CC(C)O)c(C)c3cc2Cl)cc1 (stereo not drawn),-3.3,6.5,-0.9,-5.9,-3.7,0.6,-0.8,0.3,6.7,-6.4
CCOC(=O)C(C)On1c(-c2ccccc2)nc2ccc([N+](=O)[O-])cc21 (stereo not drawn),13.6,-9.9,-7.2,-5.2,3.6,0.1,3.1,-2.3,2.9,6.9
CCCc1ccc(C(=O)NC(=O)c2ccccc2O)cc1,4.7,-3.3,-17.6,-6.4,6.3,-0.2,0.4,-4.8,3.0,2.5
CC(=O)NNC(=O)CC(=O)Nc1nc(C23CC4CC(CC(C4)C2)C3)cs1,7.1,0.4,-26.0,0.4,4.3,0.4,2.0,-6.5,1.6,-1.9
COc1ccc2oc(CS(=O)c3ccccc3)c(C(=O)O)c2c1 (stereo not drawn),0.6,18.4,12.8,0.5,0.4,0.3,-0.8,4.5,7.4,1.4
Cc1ccc(NS(=O)(=O)c2cccc(C(=O)O)c2)c(C)c1,1.5,10.2,1.7,-11.3,3.5,-0.3,0.4,4.9,0.0,7.5
COc1ccccc1NC(=O)CSCc1cc(=O)n2c(C)csc2n1,-1.4,3.4,7.1,3.4,-16.0,0.5,-1.4,10.5,-1.2,3.3
O=C(CSc1nnc(-c2cccc(F)c2)o1)N1CCOCC1,-0.4,7.9,1.4,-6.8,-5.2,0.1,-0.3,8.6,-2.4,-3.5
